AMA1 RON2 block: inhibitors of Plasmodium falciparum AMA1-RON2 interaction | AlphaScreen AMA1-biotinylated RON2 peptide binding | Potency, µM (series often up to 58.2 µM), inactives show top-dose activity change, negative = inhibition, hits mostly inhibitors | 360,000 tested, 0.2% active | AID 720542;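 note: potency is the fitted concentration of half-maximal effect; 0% = vehicle wells and -100% = peptide control; nearly all actives have a fitted effect of over 45% in size; some results filed as inactive show a strong effect at the top dose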
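AMA1 (3D7) with his tag at 25 nM final met compounds first, then biotinylated RON2 peptide at 25 nM; detection used donor plus acceptor beads, 10 µg/mL apiece, read by AlphaScreen after 30 min at room temperature.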
Sm TGR block: S. mansoni TGR enzyme inhibition | purified TGR, DTNB reduction, TNB absorbance 405 nm | Potency, µM (highest dose often 114 µM), inactives show at the highest dose activity change, negative = inhibition, usual class: inhibitors | 360,000 tested, 3% active; note: potency is the fitted concentration of half-maximal effect; nearly all actives have a fitted effect of over 60% in size
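First, TGR (20 nM dispensed) and NADPH were mixed with compound. Second, a 15 min room-temperature incubation followed. Third, further NADPH and then DTNB were added to start the reaction. Finally, TNB absorbance was monitored kinetically.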
FBPA Giardia inh: blocks Giardia fructose-bisphosphate aldolase activity | purified Giardia FBPA | Potency, µM (top dose mostly 59.6 µM), for inactives: at the top dose activity, negative = inhibition, usual class: inhibitors | 290,000 tested, 0.71% active | AID 2451; note: potency is the fitted concentration of half-maximal effect; nearly all actives have a fitted effect of over 55% in size
Target sequence (A8B2U2 whole entry, looked up): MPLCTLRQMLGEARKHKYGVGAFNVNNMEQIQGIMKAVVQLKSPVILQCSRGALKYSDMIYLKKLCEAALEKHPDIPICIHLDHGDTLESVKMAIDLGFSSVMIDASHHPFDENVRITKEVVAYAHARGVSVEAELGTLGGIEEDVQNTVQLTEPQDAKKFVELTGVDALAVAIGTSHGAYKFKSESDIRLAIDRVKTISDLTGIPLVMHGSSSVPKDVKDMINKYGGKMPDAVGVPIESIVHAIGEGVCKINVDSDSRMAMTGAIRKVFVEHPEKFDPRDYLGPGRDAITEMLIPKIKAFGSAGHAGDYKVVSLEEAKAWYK
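Giardia FBPA (40 nM reagent) was preincubated 10 min at RT with compound (up to 57.5 uM final), then substrate plus GAPDH/TPI/NAD/arsenate coupling system with diaphorase/resazurin was added; resorufin fluorescence (525/598 nm) was read after 20 min.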
HCMV inh: inhibitors of human cytomegalovirus; HFF cells, HCMV-luciferase reporter, 72 h; active compounds read low; activity change, negative = inhibition, % at 57.5 µM; 410,000 tested, 4.5% active; in the data active = activity change below about -60%; inconclusive = no clear call, values can overlap the other calls; inactive = above about -39%
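Two-dose cell screen: HFF monolayers treated with compounds and infected with luciferase-expressing HCMV at 1 PFU/cell, 72 h at 37C, then lysed for luciferase measurement.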
HCV inhibitor: HCV inhibition | Potency, µM (series often up to 41.8 µM), for inactives: top-dose activity change, negative = inhibition, usual class: inhibitors | 340,000 tested, 3.4% active | Huh7.5.1 HCVcc-Cre infection, luciferase reporter, 44 h; note: potency is the fitted concentration of half-maximal effect
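Luciferase read-out (15 sec integration) after a 15 min room-temperature substrate step quantifies HCVcc-Cre infection. Cells, 1,000 per well, had compound added 4 h post-plating, then virus at ~0.5 moi, and were cultured 44 h.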
AmpC detergent: blocks E. coli AmpC beta-lactamase in detergent assay; P00811; AID 485294; 370,000 tested, 0.041% active; AmpC hydrolysis of nitrocefin, absorbance 480 nm, 0.01% Triton; Potency, µM (top dose mostly 114 µM), for inactives: top-dose activity change, negative = inhibition, usual class: inhibitors;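 note: potency is the fitted concentration of half-maximal effect; 0% = no-compound wells and -100% = no-enzyme wells; nearly all actives have a fitted effect of over 25% in size; some results filed as inactive show a strong effect at the top dose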
Target sequence (P00811 whole entry, looked up): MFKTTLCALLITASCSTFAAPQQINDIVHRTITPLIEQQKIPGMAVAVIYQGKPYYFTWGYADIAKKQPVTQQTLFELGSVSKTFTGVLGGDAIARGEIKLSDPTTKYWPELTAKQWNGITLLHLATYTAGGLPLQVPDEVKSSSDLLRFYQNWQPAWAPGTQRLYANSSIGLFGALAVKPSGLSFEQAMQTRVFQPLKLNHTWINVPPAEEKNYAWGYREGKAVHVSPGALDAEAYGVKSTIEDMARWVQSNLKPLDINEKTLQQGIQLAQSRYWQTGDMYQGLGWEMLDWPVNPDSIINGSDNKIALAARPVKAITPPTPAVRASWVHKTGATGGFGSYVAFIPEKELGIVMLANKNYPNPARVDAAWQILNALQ
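20 mM phosphate pH 7.0 + 0.01% (detergent screen) or 0.0001% Triton X-100; 5.3 nM AmpC reagent; cpd preinc 15 min RT; nitrocefin (800 uM stock) to start; A480 q20 s × 4 min; Activity was normalised to no-enzyme and no-compound control wells.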
Starred values were filed as active, the others as inactive; & = joins results of further samples; [ ] = dose if it differs, or a comment. Unless noted, calls come from the whole dose curve; as a rule, active = well fitted curve in the direction sought with a large enough effect; inconclusive = small, poorly fitted or top-dose-only effect, or another doubt; inactive = no such curve, though single readings can be large; an effect the other way counts as inactive or inconclusive. Unless noted, % is set by controls: 0 for no effect and ±100 for the full control effect. An unsorted share of the library; any-hit rate near 9.3%.

What do the screens show for `C[C@@H]1C(c2ccccc2)=NN(c2ccccc2)[C@H]1C(=O)N1CCOC1=O`?
AMA1 RON2 block: 59%[activator]; FBPA Giardia inh: -8%[89.2 µM]; HCMV inh: -4; HCV inhibitor: 11%

Results for CCOc1cc(NC(=S)NCCCN(C)C)c(OCC)cc1NC(=O)C1CC1 ?
AMA1 RON2 block: -10%; Sm TGR block: -3%; FBPA Giardia inh: 0%; HCMV inh: -4; HCV inhibitor: -6%; AmpC detergent: -8%

Results for COc1ccc(C2C3=C(CC(C)(C)CC3=O)Oc3ncn4nc(-c5cccnc5)nc4c32)cc1 (configuration not stated) ?
AMA1 RON2 block: 8%; HCMV inh: 10; HCV inhibitor: -7%

Results for C/C(=N\NC(=O)C1(C)CC1(Br)Br)c1ccc(NC(=O)c2ccc(C)o2)cc1 (configuration not stated) ?
AMA1 RON2 block: -10%; Sm TGR block: 0%; FBPA Giardia inh: -4%; HCMV inh: inconclusive; HCV inhibitor: inconclusive; AmpC detergent: -5%

What do the screens show for `O=C(c1ccc(Cl)s1)N1CCN(S(=O)(=O)c2ccc(Cl)cc2)CC1`?
AMA1 RON2 block: 42%[activator]; HCMV inh: -11; HCV inhibitor: 1%

How did Cc1ccsc1C(=O)N(C)CC(=O)Nc1ccccc1Br do in these assays?
AMA1 RON2 block: 20%; Sm TGR block: 1%; HCMV inh: -22; HCV inhibitor: 0%; AmpC detergent: inconclusive

Results for CCc1nnc(NC(=O)c2ccc(-c3ccccc3F)o2)s1 ?
AMA1 RON2 block: 7%; Sm TGR block: -7%; FBPA Giardia inh: -3%; HCMV inh: 0; HCV inhibitor: -12%; AmpC detergent: 2%

Results for COc1cccc(CN(C(=O)c2ccc([N+](=O)[O-])cc2)C2CCS(=O)(=O)C2)c1 (configuration not stated) ?
AMA1 RON2 block: 11%; Sm TGR block: 4%; HCMV inh: 17; HCV inhibitor: 21%; AmpC detergent: -2%

What do the screens show for `CCOC(=O)N1CCC(NC(=O)c2ccc3c(c2)sc2nc(-c4ccccc4)cn23)CC1`?
AMA1 RON2 block: 0%; Sm TGR block: 1%; FBPA Giardia inh: 2%; HCV inhibitor: inconclusive; AmpC detergent: 1%

How did Cc1ccc(S(=O)(=O)N2CCCN(C(=O)c3ccc(-n4nccc4C)cc3)CC2)cc1 do in these assays?
AMA1 RON2 block: 3%; Sm TGR block: 2%; HCMV inh: -3; HCV inhibitor: 32%[activator]; AmpC detergent: -16%

Results for COc1cccc(-c2nc3ccccc3s2)c1 ?
AMA1 RON2 block: 32%[activator]; Sm TGR block: -4%; FBPA Giardia inh: -3%; HCMV inh: 225; HCV inhibitor: -19%; AmpC detergent: -6%

How did COc1cc(C(=S)N2CCOCC2)ccc1OC(=O)c1cccc(C)c1 do in these assays?
AMA1 RON2 block: -14%; Sm TGR block: 8%; FBPA Giardia inh: -1%; HCMV inh: 16; HCV inhibitor: inconclusive; AmpC detergent: -1%

What do the screens show for `CC(CCc1ccccc1)NC(=O)C1CCCN(C(=O)c2cc3sccc3n2C)C1` (configuration not stated)?
AMA1 RON2 block: -1%; Sm TGR block: 0%; FBPA Giardia inh: 1%; HCMV inh: inconclusive; HCV inhibitor: inconclusive; AmpC detergent: -3%

Results for C[n+]1ccccc1/C=C/c1ccc(F)c(F)c1 ?
AMA1 RON2 block: -5%; Sm TGR block: -11%; FBPA Giardia inh: -5%; HCMV inh: inconclusive; HCV inhibitor: 7%; AmpC detergent: -22%

What do the screens show for `CN1/C(=C\C=Nc2cc(S(=O)(=O)N3CCOCC3)ccc2N2CCOCC2)C(C)(C)c2ccccc21`?
AMA1 RON2 block: 7%; Sm TGR block: 3%; FBPA Giardia inh: 3%; HCMV inh: inconclusive; HCV inhibitor: 8%; AmpC detergent: 5%

3 compounds from above, sorted by count of non-hydrogen atoms, lowest first:
What do the screens show for `O=C(c1ccc(Cl)s1)N1CCN(S(=O)(=O)c2ccc(Cl)cc2)CC1`?
AMA1 RON2 block: 42%[activator]; HCMV inh: -11; HCV inhibitor: 1%

How did COc1cc(C(=S)N2CCOCC2)ccc1OC(=O)c1cccc(C)c1 do in these assays?
AMA1 RON2 block: -14%; Sm TGR block: 8%; FBPA Giardia inh: -1%; HCMV inh: 16; HCV inhibitor: inconclusive; AmpC detergent: -1%

Results for COc1ccc(C2C3=C(CC(C)(C)CC3=O)Oc3ncn4nc(-c5cccnc5)nc4c32)cc1 (configuration not stated) ?
AMA1 RON2 block: 8%; HCMV inh: 10; HCV inhibitor: -7%

Following part
How did Cc1ccccc1OCCN1C(=O)NC2(CCc3ccccc32)C1=O (configuration not stated) do in these assays?
AMA1 RON2 block: -1%; Sm TGR block: -1%; FBPA Giardia inh: 1%; HCMV inh: 2; HCV inhibitor: 16%; AmpC detergent: -13%

Results for Cc1ccc(Nc2c(-c3ccc(N4CCOCC4)cc3)nc3c(C)cccn23)cc1 ?
Sm TGR block: -15%; HCMV inh: 4; AmpC detergent: -4%

What do the screens show for `CCc1cc(CNC(=O)c2ccc(OC)c(OC3CCN(C(C)C)CC3)c2)on1`?
AMA1 RON2 block: 6%; Sm TGR block: -22%; FBPA Giardia inh: -9%; HCV inhibitor: 20%; AmpC detergent: -19%

Results for O=C(NCc1ccco1)C1CC(=O)N(c2ccc(F)cc2)C1 (configuration not stated) ?
AMA1 RON2 block: 1%; Sm TGR block: -27%; FBPA Giardia inh: 6%; HCMV inh: 6; HCV inhibitor: 17%; AmpC detergent: 2%

Results for CCCN(C(=O)C(NC(=O)c1ccccc1)C(C)C)c1c(N)n(Cc2ccccc2)c(=O)[nH]c1=O (configuration not stated) ?
AMA1 RON2 block: 10%; Sm TGR block: 1%; HCMV inh: -12; HCV inhibitor: inconclusive; AmpC detergent: 7%

Results for Cc1ccc(-c2nn3c(C)nnc3s2)cc1NC(=O)c1ccc(-c2cccc(Cl)c2)o1 ?
AMA1 RON2 block: 14%&1%; Sm TGR block: inconclusive; FBPA Giardia inh: 5%; HCMV inh: inconclusive; HCV inhibitor: inconclusive; AmpC detergent: inconclusive

How did COc1ccc(NC(=S)Nc2ccc(OCc3ccccc3)cc2)cc1OC do in these assays?
AMA1 RON2 block: -11%; Sm TGR block: -19%; FBPA Giardia inh: 1%; HCMV inh: 9; HCV inhibitor: 5%; AmpC detergent: -5%

How did CCNc1nc(C23CC4CC(CC(C4)C2)C3)cs1 do in these assays?
AMA1 RON2 block: -8%; Sm TGR block: -29%; FBPA Giardia inh: -13%; HCMV inh: inconclusive; HCV inhibitor: 1%; AmpC detergent: -15%

What do the screens show for `O=C(CSc1nc(=O)n2ccccc2n1)N1CCC(Cc2ccccc2)CC1`?
AMA1 RON2 block: 20%; Sm TGR block: 5%; HCMV inh: -22; HCV inhibitor: -25%; AmpC detergent: -5%

What do the screens show for `CCCNS(=O)(=O)c1ccc(OCC(=O)NCc2ccco2)cc1`?
AMA1 RON2 block: -12%; Sm TGR block: -31%; FBPA Giardia inh: 6%; HCMV inh: -7; HCV inhibitor: 8%; AmpC detergent: inconclusive

Results for O=C(CN1CCOCC1)NCc1ccccc1Cl ?
AMA1 RON2 block: -5%; Sm TGR block: -1%; HCMV inh: 14; HCV inhibitor: 10%; AmpC detergent: 0%

Results for COc1ccc2nc(NC(=O)c3nc(SC(C)C)ncc3Cl)sc2c1 ?
Sm TGR block: 8%; HCMV inh: 3; AmpC detergent: 28%

What do the screens show for `COc1cccc(C2C(C(=O)Nc3ccccc3)=C(C)N=c3s/c(=C/c4ccc(OCC(=O)O)cc4)c(=O)n32)c1` (configuration not stated)?
AMA1 RON2 block: 2%; Sm TGR block: -6%; FBPA Giardia inh: 7%; HCMV inh: 24; HCV inhibitor: 24%; AmpC detergent: -5%

What do the screens show for `CCOC(=O)N1CCN(CC(=O)N2c3ccccc3CCc3ccccc32)CC1`?
AMA1 RON2 block: -24%; Sm TGR block: -2%; FBPA Giardia inh: inconclusive; HCMV inh: inconclusive; HCV inhibitor: 7%; AmpC detergent: inconclusive

Results for C[C@@H](C(=O)Nc1ccc2ccccc2c1)[C@H]1C[C@]1(C)[C@H](NC(=O)c1cnccn1)c1ccccc1 ?
AMA1 RON2 block: -3%; Sm TGR block: -6%; FBPA Giardia inh: -1%&-9%; HCMV inh: -3; HCV inhibitor: inconclusive; AmpC detergent: -18%

How did Cn1nnnc1SCCNC(=O)C1CCC(=O)N(Cc2ccc(Cl)cc2)C1 (configuration not stated) do in these assays?
AMA1 RON2 block: -10%; Sm TGR block: -28%; FBPA Giardia inh: 5%; HCMV inh: 8; AmpC detergent: -11%

Results for COc1ccc(-c2cnc(NCc3cc4c(cc3[N+](=O)[O-])OCO4)n2C)cc1 ?
AMA1 RON2 block: -29%; Sm TGR block: -3%; FBPA Giardia inh: inconclusive; HCMV inh: -5; HCV inhibitor: -10%; AmpC detergent: -15%

What do the screens show for `COc1cc(NC(=O)c2ccc(S(=O)(=O)N(C)c3ccccc3)cc2)cc(OC)c1`?
AMA1 RON2 block: -7%; HCMV inh: -79*; HCV inhibitor: 11µM*

Results for O=C(Nc1ccc(F)cc1Cl)C1CCN(C(=O)Nc2ccccc2)CC1 ?
AMA1 RON2 block: -16%; Sm TGR block: -10%; HCMV inh: -2; HCV inhibitor: -10%; AmpC detergent: -3%

What do the screens show for `C=C(C)CSc1cc(C)c(C#N)c2nc3ccccc3n12`?
AMA1 RON2 block: 10%; Sm TGR block: 3.2µM*; FBPA Giardia inh: inconclusive; HCMV inh: -75*; HCV inhibitor: 11µM*; AmpC detergent: 9%

How did CCc1nnc(NS(=O)(=O)c2ccc(NC(=O)c3cccc4ccccc34)cc2)s1 do in these assays?
AMA1 RON2 block: 4%; Sm TGR block: -1%; FBPA Giardia inh: 19%; HCMV inh: -15; HCV inhibitor: 25%; AmpC detergent: 0%

Results for O=S(=O)(N/N=C1/CC(c2ccccc2)Oc2ccccc21)c1ccc(Br)cc1 (configuration not stated) ?
AMA1 RON2 block: 8%; Sm TGR block: 0%; FBPA Giardia inh: 6%; HCMV inh: -2; HCV inhibitor: -10%; AmpC detergent: inconclusive

How did O=C(c1ccco1)N1CCN(C2=NS(=O)(=O)c3ccccc32)CC1 do in these assays?
AMA1 RON2 block: 1%; Sm TGR block: -8%; FBPA Giardia inh: 6%; HCMV inh: 0; HCV inhibitor: 5%; AmpC detergent: -5%

Results for O=C(NCc1ccccn1)Nc1ccccc1F ?
AMA1 RON2 block: 1%; Sm TGR block: 5%; FBPA Giardia inh: 4%; HCMV inh: 65; HCV inhibitor: 1%; AmpC detergent: inconclusive

How did CSc1ccc(CCNC(=O)CCn2c(=O)c3cccn3c3ccc(F)cc32)cc1 do in these assays?
Sm TGR block: 3%; HCMV inh: -22; AmpC detergent: 19%

How did COc1ccc2c(C)cc(SCC(=O)Nc3nsc(-c4ccccc4C)n3)nc2c1 do in these assays?
Sm TGR block: 2%; HCMV inh: -2; AmpC detergent: -1%

How did O=C(CC1SC(=NC2CCCCC2)NC1=O)Nc1ccccc1 (configuration not stated) do in these assays?
AMA1 RON2 block: -7%; Sm TGR block: -15%; FBPA Giardia inh: 22%; HCMV inh: -30; HCV inhibitor: 1%; AmpC detergent: -14%

What do the screens show for `CCn1c(C)nnc1SCC(=O)Nc1ccccc1OC`?
AMA1 RON2 block: 0%; Sm TGR block: 4%; FBPA Giardia inh: 7%; HCMV inh: 6; HCV inhibitor: 0%; AmpC detergent: inconclusive
